Bioassay records deposited in PubChem by several laboratories.
NOD1 inhibition: inhibition of NOD1-driven NF-kB reporter – cell-based, luminescence, uHTS, primary screen (AID 1578) | NOD1-driven NF-kB luciferase reporter cells, luminescence; higher % means a stronger effect | inhibition, % at 4 µM; hits with a dose series show EC50 in µM | 1% of 290,000 active; in the data active means inhibition mostly above about 36%, no sharp cut-off; inactive means mostly below about 34%;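 further: HEK-293T reporter cells stimulated with the NOD1 agonist gamma-tri-DAP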
Autophagy mod: alters autophagy in cells. MEF GFP-LC3 puncta imaging; test concentration mostly 10 µM. calls only at 10 µM (by protocol). 0.98% of 190,000 active;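 active means percentage of spot-positive cells more than 3 SD above its plate mean, without a fluorescence outlier flag or 80% toxicity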;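 further: spot-positive cell cutoff set from DMSO-treated cells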
MT stabilize HCS: microtubule stabilizers in HeLa cells | % tubulin-high responders, % at 10 µM | 0.83% of 200,000 active | HeLa tubulin immunostaining HCS, 24 h; share of cells brighter than vehicle mean+2SD | AID 2205;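 active means plate Z-score above 3 for both tubulin-high and condensed-nucleus cell shares, with cell loss under 80%, at 10 µM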;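 further: anti alpha tubulin signal scored within the nucleus-defined area of each cell; some results filed as inactive read as strong as hits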
Yfh1-depleted yeast: mitochondrial function rescue without frataxin homolog – Friedreich's ataxia, plus single-dose screen, dose response (AID 1465); S. cerevisiae Yfh1-off respiration, WST-1 reduction, 72 h; higher fold induction means a stronger effect; fold induction at 50 µM; hits with a dose series show EC50 in µM; 0.074% of 220,000 active;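 active means fold induction of absorbance versus untreated yeast above a set limit, then at least 30% activation at any dose in follow-up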;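 further: activators that raise dye reduction in frataxin-depleted yeast; strong numbers were not always called active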
M17LAP inhibition: P. falciparum M17LAP inhibitors, primary screen, biochemical, fluorogenic H-Leu-NHMec substrate, 1536-well (AID 1619); recombinant M17LAP, H-Leu-NHMec fluorogenic kinetic assay; higher % means a stronger effect; one-dose inhibition, % at 30 µM; IC50 in µM for titrated hits; 0.38% of 220,000 active;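 active means compound inhibiting the enzyme by more than half at any dose during confirmatory dose-response retesting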;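 further: plate controls were full reaction with DMSO carrier for no effect and no enzyme background for full effect; strong numbers were not always called active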
HEK293 NOD2/NF-kB: inhibition of NOD2-driven NF-kB reporter – cell-based, luminescence, uHTS, HEK293 (AID 1566); HEK293 NOD2/NF-kB luciferase reporter, luminescence; higher % means a stronger effect; one-dose inhibition, % at 4 µM; EC50 in µM for titrated hits; 0.63% of 290,000 active; in the data active means inhibition above about 50%; further: many of its hits are not listed in these tables
Insulin prom up: MIN6 insulin promoter up-regulation; MIN6 insulin promoter-GFP reporter, high-content imaging; hits give high values; z-score at 5 µM; 0.3% of 190,000 active; AID 1625;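 active means z-score above 3 at 5 µM with at least 500 cells counted in the well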
Dynein transport: dynein cargo transport inhibition. z-score, hits read low. 0.47% of 220,000 active. 3617.4 mouse cells, GR-EGFP nuclear translocation imaging; test concentration mostly 20 µM; stimulated with dexamethasone, 1 µM; hits give low values;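 active means plate z-score of nuclear minus cytoplasmic receptor signal below a set negative limit, without overly bright fluorescence or cell loss, cut at about -3.5 in these data, passing the limit was not always enough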;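 further: z-score of nuclear minus cytoplasmic ring GR-EGFP intensity difference per well; some compounds called inactive have numbers as strong as hits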
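Buffer or medium – tet-free medium with charcoal-stripped serum · Signal – automated 10x imaging of fixed Hoechst-stained cells · Also added – dexamethasone agonist, 1.0 µM final, for 30 min · Incubation – induction 48 h, compound 1 h, agonist 30 min · Read-out – GR-EGFP nuclear translocation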
bCat nuc transl: beta-catenin nuclear translocation modulation | nuclear translocation activity, % at 5 µM | HeLa beta-catenin nuclear translocation, immunofluorescence imaging | AID 1665 | 0.3% of 190,000 active;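 active means nuclear translocation activity above 50% at 5 µM, with a well cell count of 50 or more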;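 further: per-cell ratio of nuclear to cytoplasmic median beta-catenin stain intensity; plate controls were DMSO negative control for no effect and GSK-3 inhibitor IX positive control for full effect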
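test system = HeLa cells, endogenous beta-catenin | dosing = single 5 µM dose plus 0.02–20 µM confirmation series | times = compound treatment 24 h, 37°C, 5% CO2 | technique = beta-catenin immunofluorescence imaging with DAPI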
Dynein transport cytoplasmic EGFP: second read-out of Dynein transport, no call of its own (marks repeat the call); z-score; measured here: cytoplasmic GR-EGFP intensity; hits give high values
Dynein transport nuclear GR-EGFP: also measured in Dynein transport; calls as there; z-score; measured here: nuclear GR-EGFP intensity;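 lower value marks the stronger effect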
Dynein transport cell count: further read-out of Dynein transport, marked with its call; z-score; measured here: cell count per field
Insulin prom up cell count: second read-out of Insulin prom up, no call of its own (marks repeat the call); cell count; measured here: cytotoxicity, nuclei count;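 total cells summed across four imaged fields per well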
bCat nuc transl cell count 5 µM: further read-out of bCat nuc transl, marked with its call; cell count; measured here: cell count, cytotoxicity flag
MT stabilize HCS Hoechst-high %: also measured in MT stabilize HCS; calls as there; % Hoechst-high responders; measured here: nuclear condensation Hoechst responders;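 share of cells brighter than vehicle mean plus two SD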
MT stabilize HCS cytotoxicity %: recorded beside MT stabilize HCS, whose call it bears; toxicity, %; measured here: cytotoxicity by cell density;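 0% = mean cell density of plate MIN control wells and 100% = no cells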
Autophagy mod cell loss 18 h: recorded beside Autophagy mod, whose call it bears; toxicity, %; measured here: cell loss, nuclei count;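 cell loss after 18 h compound exposure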
* = called active by the depositor; i = inactive; / = no result given.

Values in the order: NOD1 inhibition, Autophagy mod, Autophagy mod cell loss 18 h, MT stabilize HCS, MT stabilize HCS Hoechst-high %, MT stabilize HCS cytotoxicity %, Yfh1-depleted yeast, M17LAP inhibition, HEK293 NOD2/NF-kB, Insulin prom up, Insulin prom up cell count, Dynein transport, Dynein transport cytoplasmic EGFP, Dynein transport nuclear GR-EGFP, Dynein transport cell count, bCat nuc transl, bCat nuc transl cell count 5 µM
CC(C)CC(=O)NC(=S)Nc1ccccc1C(=O)Nc1ccccc1
→ -16%, i, -10, 1.6, 1.1, 6.9, i, 1%, 9%, 0.02, 981, -0.94, -0.19, -0.36, 0.61, 4.4, 912
CC(=O)Nc1ccc2nc(NS(=O)(=O)c3ccc(C)cc3)sc2c1
→ -24%, i, 13, 5.6, 2.1, 8.0, i, 11%, 7%, -0.03, 1344, -0.48, -0.25, -0.27, 0.53, 0.7, 1027
COc1ccc2cnn(-c3ccc(OC(F)(F)Cl)cc3)c(=O)c2c1OC
→ -6%, /, /, /, /, /, i, -1%, -10%, -0.05, 1379, 0.29, -0.27, 0.05, -0.024, -2.5, 1099
Cc1cccc(N2CN=c3s/c(=C\c4ccccn4)c(=O)n3C2)c1
→ 9%, /, /, /, /, /, i, -1%, 17%, 0.19, 1278, 0.0009, 0.25, 0.07, -0.19, 4.4, 951
CC1CCN(c2nnc(-c3cccs3)c3ccccc23)CC1
→ -17%, i, 7, 2.6, 1.3, 7.4, i, -1%, -1%, -0.89, 1436, -0.15, -0.3, -0.33, 1.6, 2.3, 1061
O=C(O)CCC(=O)NCc1ccc2[nH]c3c(c2c1)CCCC3
→ -14%, i, 14, 4.6, 2.7, 11, i, 13%, 4%, -0.47, 1907, -1.2, -0.14, -0.26, -0.14, 0.9, 1062
O=C(Nc1ccc2c(c1)OCCO2)c1cnc2ccccn2c1=O
→ /, i, -1, 2.3, 1.7, 5.2, i, /, /, /, /, -0.036, -0.15, 0.32, 0.14, /, /
CCN(CC)CCCNc1cc(C)nc2cc(-c3cccs3)nn12
→ -28%, i, -2, 3.1, 3.6, 12, i, 4%, 10%, 1.1, 1602, 1.5, 0.017, 1.2, -1.7, 0.5, 1589
Cc1cc(NC(=O)COC(=O)C(Nc2ccc(C(F)(F)F)cc2Cl)C(C)C)no1 (stereo not given)
→ 3%, i, 15, 1.6, 2.0, 12, i, 1%, 1%, -0.03, 1562, -0.49, 0.018, -0.048, 0.18, 5.1, 702
COc1cc(C2/C(=C(\O)c3ccc4c(c3)CC(C)O4)C(=O)C(=O)N2CCCn2ccnc2)ccc1O (stereo not given)
→ -20%, i, 1, 2.2, 1.1, 2.2, i, 16%, -11%, -0.16, 1436, -0.18, -0.17, 0.077, 0.45, -3.6, 945
O=C(Nc1ncc(Cc2ccccc2Cl)s1)C1CCCO1 (stereo not given)
→ -46%, i, -5, 2.3, 1.9, 20, i, -5%, -63%, /, /, 0.078, -0.3, 0.28, 1.1, -1.2, 1069
CCn1c(SCc2nc3ccccc3s2)nnc1-c1cccs1
→ /, i, 0, 2.6, 1.2, 7.4, i, 5%, -45%, -0.37, 1204, -0.088, -0.22, 0.46, 1.1, -1.5, 1104
O=C(CNC(=O)c1ccccc1)OCC(=O)N1N=C(c2ccc(Cl)cc2)CC1c1ccco1 (stereo not given)
→ -32%, i, 16, 2.2, 1.6, 1.5, i, -3%, 10%, -0.65, 1278, 1.1, -0.26, 0.79, -0.41, -0.1, 1076
COc1ccc(-n2c(NN)nc3sc4c(c3c2=O)CCCC4)cc1
→ -17%, i, 17, 5.6, 2.1, 7.0, i, 4%, 10%, -0.66, 1479, -0.017, -0.3, 0.42, 0.65, -6.6, 1000
CC(=O)N(c1ccc(C)cc1)c1nc(C)cc(C)c1C#N
→ -13%, /, /, /, /, /, i, 19%, 0%, 0.33, 1007, 0.26, -0.26, 0.51, -0.086, 1.3, 1302
Cc1ccc(NC(=O)NC(=O)N(C(C)C)S(C)(=O)=O)nc1
→ 28%, i, 4, 2.2, 1.2, 6.2, i, -9%, -7%, -0.16, 1175, 0.72, 0.22, 1.1, -2.3, 0.0, 880
CC(=O)Nc1cccc(C(=O)NC(C)c2ccc(S(N)(=O)=O)cc2)c1 (stereo not given)
→ 8%, i, -8, 1.4, 1.7, 10, i, 2%, 9%, /, /, 0.04, -0.039, 0.1, 0.2, -3.3, 1258
Cc1ccc(C(=O)CSc2nnc(-c3cccs3)n2C)o1
→ 12%, i, 5, 5.3, 2.9, 4.0, i, 10%, 17%, -0.87, 962, 0.25, 0.11, 0.43, -0.67, /, /
CCN1CCN(C(c2cccs2)C(C)NC(=S)NC2CCCCC2)CC1 (stereo not given)
→ -6%, /, /, /, /, /, i, 13%, 9%, -0.04, 1110, -0.15, -0.24, 0.53, -0.38, 0.6, 1301
CNc1ccccc1C(C)(C)c1cc(C)[nH]n1
→ -46%, i, 2, 3.2, 1.7, 4.3, i, 15%, 16%, -0.47, 1237, 0.62, -0.16, 0.46, -1.1, -3.4, 1049

Complete entries from above:
`Cc1cccc(N2CN=c3s/c(=C\c4ccccn4)c(=O)n3C2)c1` is listed as NOD1 inhibition = 9%; Autophagy mod = /; Autophagy mod cell loss 18 h = /; MT stabilize HCS = /; MT stabilize HCS Hoechst-high % = /; MT stabilize HCS cytotoxicity % = /; Yfh1-depleted yeast = i; M17LAP inhibition = -1%; HEK293 NOD2/NF-kB = 17%; Insulin prom up = 0.19; Insulin prom up cell count = 1278; Dynein transport = 0.0009; Dynein transport cytoplasmic EGFP = 0.25; Dynein transport nuclear GR-EGFP = 0.07; Dynein transport cell count = -0.19; bCat nuc transl = 4.4; bCat nuc transl cell count 5 µM = 951
`COc1ccc2cnn(-c3ccc(OC(F)(F)Cl)cc3)c(=O)c2c1OC` is listed as NOD1 inhibition = -6%; Autophagy mod = /; Autophagy mod cell loss 18 h = /; MT stabilize HCS = /; MT stabilize HCS Hoechst-high % = /; MT stabilize HCS cytotoxicity % = /; Yfh1-depleted yeast = i; M17LAP inhibition = -1%; HEK293 NOD2/NF-kB = -10%; Insulin prom up = -0.05; Insulin prom up cell count = 1379; Dynein transport = 0.29; Dynein transport cytoplasmic EGFP = -0.27; Dynein transport nuclear GR-EGFP = 0.05; Dynein transport cell count = -0.024; bCat nuc transl = -2.5; bCat nuc transl cell count 5 µM = 1099

Remaining list, next part
Values in the order: NOD1 inhibition, Autophagy mod, Autophagy mod cell loss 18 h, MT stabilize HCS, MT stabilize HCS Hoechst-high %, MT stabilize HCS cytotoxicity %, Yfh1-depleted yeast, M17LAP inhibition, HEK293 NOD2/NF-kB, Insulin prom up, Insulin prom up cell count, Dynein transport, Dynein transport cytoplasmic EGFP, Dynein transport nuclear GR-EGFP, Dynein transport cell count, bCat nuc transl, bCat nuc transl cell count 5 µM
O=C(NCCCN1CCCC1=O)c1ccc2c(c1)OCO2
→ -19%, i, -1, 2.4, 1.7, 10, i, 10%, 1%, 0.63, 1202, 0.66, 0.11, -0.46, -0.46, /, /
COc1ccccc1NC(=O)CCN1C(=O)c2ccccc2S1(=O)=O
→ -10%, i, 3, 2.2, 2.4, 8.6, i, 2%, 34%, -0.17, 1483, 1.4, -0.3, 0.97, -0.59, 0.6, 1509
COc1cc(CC(=O)Nc2ccc(S(=O)(=O)N(C)C)cc2)cc(OC)c1OC
→ 18%, i, 0, 2.4, 2.9, 11, i, -9%, 8%, -0.69, 1719, -0.45, -0.38, -0.33, 0.55, -0.9, 1005
COc1ccccc1NC(=O)Nc1ccc(F)c(F)c1
→ 13%, i, 24, 4.4, 1.6, 4.6, i, -2%, -31%, /, /, 0.074, -0.31, 0.18, 0.16, -2.1, 932
Cc1cccc(C)c1NC(=S)N(Cc1cccs1)C1CCCC1
→ 1%, i, -37, 2.4, 1.0, 4.0, i, -1%, 0%, 1.6, 1308, 0.39, -0.3, 0.21, 0.033, 0.1, 1111
COc1cccc(C(=O)NNc2nc(C)cc(C)n2)c1
→ -23%, i, 0, 3.3, 3.1, 3.9, i, 16%, 6%, 0.14, 1144, -0.77, -0.28, -0.52, 0.51, /, /
O=C1N=C2SCCN2/C1=C\c1ccc(Cl)cc1
→ 14%, i, 1, 1.2, 2.4, 5.3, i, -81%, 3%, 0.01, 939, -0.65, -0.045, 0.052, 0.79, -6.3, 1124
CCCc1cc(-c2n[nH]c(=S)n2Cc2ccccc2)cs1
→ -11%, i, -12, 1.7, 1.4, 8.5, i, -4%, 12%, 1.2, 819, -0.097, -0.17, 0.34, 1.5, -3.6, 1155
Cc1ccc(C(C(=O)NC2CCCC2)N(Cc2cccnc2)C(=O)c2snc(C(N)=O)c2N)o1 (stereo not given)
→ 2%, i, 8, 1.6, 2.1, 9.0, i, -6%, 6%, -1, 1187, 0.57, -0.17, 0.46, -0.68, -0.8, 1371
O=C(CSc1nnc(CCCOc2ccc(Cl)cc2Cl)o1)Nc1ccc(C(=O)O)cc1
→ -13%, i, -9, 2.6, 2.7, 7.9, i, 2%, 1%, 0.46, 1484, -0.41, -0.21, -0.42, 0.96, /, /
Cc1nn(Cc2ccccc2)c(C)c1NC(=O)CCCn1nc([N+](=O)[O-])cc1C
→ -43%, i, -11, 1.3, 2.4, 1.0, i, 2%, 12%, -0.21, 1251, -0.95, -0.16, -0.66, -0.62, -4.7, 1076
CC(C)C/C=C1\CCc2c([nH]c3ccccc23)C1=O
→ -54%, i, 7, 2.9, 2.8, 9.8, i, -4%, -78%, -0.3, 1482, -0.69, -0.3, -0.46, 0.4, 0.8, 1014

These rows are one share of the data; rates above refer to the full screens.
